High-throughput results: PubChem BioAssay, several laboratories
eIF4E-4G inh – inhibitors of eIF4E and eIF4G interaction in translation initiation | TR-FRET eIF4E-eIF4GI(517-606) binding, 2 h | inhibition, % at 21.7 µM | hit rate 0.37% among 220,000;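 active = inhibition above about 30%, limit read from the data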;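 also: 0% = full FRET control wells and 100% = background wells lacking eIF4GI fragment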
NPY2 pot ag – potentiates or activates human NPY-Y2 receptor; P49146; hit rate 0.45% among 220,000; activation, % at 3.6 µM; cells expressing NPY-Y2, potentiator/agonist read-out; in the data active = activation above about 27%;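 also: cells stimulated with NPY near EC25 plus isoproterenol at EC100; 0% = vehicle plus submaximal agonist and 100% = vehicle plus saturating agonist; some results beyond the cut were filed as inactive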
BaF3 parental – parental Ba/F3 viability inhibition as JAK2V617F counter-screen. CellTiter-Glo ATP luminescence. inhibition, % at 5.6 µM. hit rate 1.1% among 220,000. AID 1486;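 active = inhibition above a per-campaign cutoff, the mean inhibition of all tested compounds plus 3 SD, cut at about 27% in these data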;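 also: 0% = DMSO wells and 100% = JAK Inhibitor I control wells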
S1P4 antagonist – antagonists of human S1P4 receptor; O95977; S1P4-expressing cells, antagonist mode, reporter read-out; inhibition, % at 4.98 µM; hit rate 0.26% among 220,000; in the data active = inhibition above about 29%;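 also: 0% = wells stimulated with agonist and 100% = vehicle wells without agonist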
Target sequence (O95977 whole entry, looked up): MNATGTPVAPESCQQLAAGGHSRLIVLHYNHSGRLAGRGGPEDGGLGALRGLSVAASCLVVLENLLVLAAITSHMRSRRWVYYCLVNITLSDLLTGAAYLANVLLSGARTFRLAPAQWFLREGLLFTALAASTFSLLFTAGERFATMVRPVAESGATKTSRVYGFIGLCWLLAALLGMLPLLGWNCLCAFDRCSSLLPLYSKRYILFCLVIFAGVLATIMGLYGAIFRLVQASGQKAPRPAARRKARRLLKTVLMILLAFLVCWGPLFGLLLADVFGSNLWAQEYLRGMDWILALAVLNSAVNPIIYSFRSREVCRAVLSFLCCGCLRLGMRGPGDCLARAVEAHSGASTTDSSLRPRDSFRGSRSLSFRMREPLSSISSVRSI
Ba/F3 V617F tox – reduce viability of Ba/F3 cells dependent on JAK2V617F. Ba/F3 EpoR-JAK2V617F viability, ATP luminescence. inhibition, % at 5.6 µM. hit rate 1.1% among 220,000;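 active = inhibition above the campaign mean plus 3 SD over all tested compounds, cut at about 24% in these data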;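 also: cytokine-independent growth of Ba/F3 cells driven by EpoR plus mutant JAK2; 0% = DMSO-treated cells and 100% = JAK inhibitor I control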
S1P4 agonist – human S1P4 receptor agonism; hit rate 0.35% among 220,000; activation, % at 4.98 µM; O95977; S1P4-expressing cell line, agonist reporter assay; in the data active = activation above about 11%;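 also: 0% = DMSO vehicle and 100% = reference agonist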
MDM2 E3 inh – inhibitors of human Mdm2 E3 ubiquitin ligase; hit rate 0.11% among 210,000; cell-based MDM2 ubiquitination luciferase reporter, 2 h; 0 = plate control, 100 = twice control, blank-subtracted; Q00987; signal enhancement, % at 5 µM;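 active = signal enhancement of 30% or more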;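 also: luminescence tracks abundance of the self-degrading MDM2-luciferase fusion protein; higher signal means inhibition of MDM2 E3 ligase activity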
Target sequence (Q00987 whole entry, looked up, the tested form may be a part): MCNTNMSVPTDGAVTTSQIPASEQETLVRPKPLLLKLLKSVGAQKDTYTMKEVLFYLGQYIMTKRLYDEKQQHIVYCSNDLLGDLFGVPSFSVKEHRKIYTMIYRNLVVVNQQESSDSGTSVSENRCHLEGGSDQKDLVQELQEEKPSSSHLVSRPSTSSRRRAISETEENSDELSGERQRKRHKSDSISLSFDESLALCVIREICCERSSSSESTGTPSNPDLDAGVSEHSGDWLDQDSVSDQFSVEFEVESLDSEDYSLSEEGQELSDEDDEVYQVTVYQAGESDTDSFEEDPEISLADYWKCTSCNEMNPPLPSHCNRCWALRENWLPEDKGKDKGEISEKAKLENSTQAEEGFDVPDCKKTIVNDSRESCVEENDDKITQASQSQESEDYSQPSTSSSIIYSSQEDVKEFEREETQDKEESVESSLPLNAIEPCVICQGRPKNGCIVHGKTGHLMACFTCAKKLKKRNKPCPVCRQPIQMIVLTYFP
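Assay system: stable mammalian line carrying autodegrading MDM2–luciferase fusion reporter; Input: 2000 cells in each well; Compound dosing: single-point 5 µM; Schedule: 2 h compound exposure at 37 °C; Signal: SteadyLite luciferase luminescence after 15 min room-temperature reagent incubation; Evaluation: % luminescence enhancement versus blank-corrected plate control mean; Benchmarks: plate controls and plate blanks.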
PERK inh – blocks human PERK kinase | Q9NZJ5 | CHO PERK-DD fusion, SEAP luminescence translation reporter | inhibition, % at 5.6 µM | hit rate 0.17% among 220,000 | AID 1416;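 active = inhibition above the mean inhibition of all tested compounds plus 3 SD, set separately per screening campaign, cut at about 2.9% in these data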;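 also: PERK kinase domain activated by AP20187 dimerizer at 100 nM; 0% = DMSO with dimerizer and 100% = rapamycin at 8.4 µM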
Wee1 degr inh – human Wee1 degradation inhibition, primary screen. P30291. HeLa Luc-Wee1K328M stability, luciferase luminescence; 100% = proteasome inhibitor MG132 effect. reporter increase, % at 5 µM. hit rate 1.2% among 220,000. AID 1321;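 active = activation above the mean of all tested compounds plus 3 SD, set per screening run, cut at about 8.8% in these data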;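 also: cells exposed to compound for 20 h before luminescence read; 0% = DMSO alone and 100% = MG132 at 30 µM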
* marks the source's active call; other numbers are inactive results; / = not tested or not shown; [ ] = another dose, or the depositor's remark.

SMILES	eIF4E-4G inh	NPY2 pot ag	BaF3 parental	S1P4 antagonist	Ba/F3 V617F tox	S1P4 agonist	MDM2 E3 inh	PERK inh	Wee1 degr inh
CCOC(=O)c1[nH]c(C)c(C(=O)N2CCN(c3cccc(Cl)c3)CC2)c1C	0	12	5	-5	0	1.9	-17	-0.7	-1
COCCNC(=O)/C(C#N)=C/c1c(F)cccc1Cl	3	-4	2	-6	1	3.0	-9	0.6	-1
O=C(O)CC(NC(=O)COc1ccccc1)c1cccc([N+](=O)[O-])c1 (stereo not drawn)	-2	12	3	6	0	0.3	-6	0.6	0
O=C(NCc1ccccc1Cl)c1ccccc1CCc1ccccc1	-2	-14	-1	-8	-3	0.1	-7	0.1	-2
CC(C)(C)c1ccc(C(=O)N2CCCCCC2=O)cc1	0[fluorescence artefact?]	12	5	-4	-1	0.0	-48	0.2	-2
COc1ccc(S(=O)CC(=O)Nc2ccc(Cl)cc2Cl)cc1 (stereo not drawn)	3	-6	3	3	-1	0.4	-9	-0.7	1
O=C(Cn1cccc1C(=O)c1ccccc1)NCc1ccco1	-1	-10	5	16	5	2.0	-4	1.0	-3
O=C(N/N=C/c1cccn1-c1ccc([N+](=O)[O-])cc1)c1cccnc1	-1	4	0	4	3	-0.9	-14	-1.6	-3
COC(=O)c1sccc1-n1cccc1C(=O)C(=O)N1CC(C)OC(C)C1 (stereo not drawn)	-5	6	2	-3	-2	-1.3	-14	0.7	1
Cn1c(=O)[nH]c(=O)c2c1nc(CN1CCN(c3ccccc3F)CC1)n2CC(N)=O	-2[fluorescence artefact?]	-1	6	3	0	-0.6	-6	1.4	0
CCCCCOc1ccc(C(=O)N(Cc2ccco2)C2CCS(=O)(=O)C2)cc1 (stereo not drawn)	2	-2	2	-28	-1	-0.5	-8	-0.1	3
COc1c(/C=N/NC(=O)[C@H]2C[C@@H]2c2ccccc2)c(CCN(C)C(C)=O)cc2c1OCO2	-5	9	2	-9	-2	1.3	2	-0.9	6

Ordered by molar mass (rising): part of the list above
SMILES	eIF4E-4G inh	NPY2 pot ag	BaF3 parental	S1P4 antagonist	Ba/F3 V617F tox	S1P4 agonist	MDM2 E3 inh	PERK inh	Wee1 degr inh
COCCNC(=O)/C(C#N)=C/c1c(F)cccc1Cl	3	-4	2	-6	1	3.0	-9	0.6	-1
O=C(N/N=C/c1cccn1-c1ccc([N+](=O)[O-])cc1)c1cccnc1	-1	4	0	4	3	-0.9	-14	-1.6	-3
O=C(O)CC(NC(=O)COc1ccccc1)c1cccc([N+](=O)[O-])c1 (stereo not drawn)	-2	12	3	6	0	0.3	-6	0.6	0
COC(=O)c1sccc1-n1cccc1C(=O)C(=O)N1CC(C)OC(C)C1 (stereo not drawn)	-5	6	2	-3	-2	-1.3	-14	0.7	1

(more compounds)
SMILES	eIF4E-4G inh	NPY2 pot ag	BaF3 parental	S1P4 antagonist	Ba/F3 V617F tox	S1P4 agonist	MDM2 E3 inh	PERK inh	Wee1 degr inh
Cc1c(NC(=O)/C(C#N)=C/C2CC=CCC2)c(=O)n(-c2ccccc2)n1C (stereo not drawn)	-9	-7	5	3	-1	0.1	2	0.4	1
CCCCC(C(=O)O)C(C)CC(=O)Nc1cccc(C(=O)O)c1 (stereo not drawn)	-3	-6	5	7	-2	-0.1	-10	0.6	-2
COc1ccc(NC(=O)c2ccc(S(=O)(=O)N3CCOCC3)cc2)c(OC)c1	-4	-8	3	-13	-3	-0.1	-9	-0.3	0
O=C(O)c1ccccc1-c1ccccc1C(=O)NNc1ccc([N+](=O)[O-])cc1	-1	-11	3	-9	-4	1.3	-10	1.7	4
CC(C)OC(=O)CCCN1C(=O)c2ccc(N)cc2C1=O	-7	-28	9	11	2	-1.7	-15	0.4	0
Fc1ccc(-c2cc(-c3cccs3)cc(-c3ccccc3)n2)cc1	-5	1	4	0	-6	0.4	-8	1.0	0
O=C(CCNC(=O)Cn1ccc2ccccc2c1=O)NCc1ccc(F)cc1Cl	-3	7	7	-5	5	0.9	1	0.9	1
CCOc1cc(NS(C)(=O)=O)c(OCC)cc1NC(=O)c1cccs1	8	-4	1	-8	-2	-2.5	-1	-1.2	1
COc1cccc(C2C(C(N)=O)=C(C)Nc3nc(CCCO)nn32)c1OC (stereo not drawn)	7[fluorescence artefact?]	-9	2	-4	-1	-1.9	-19	0.6	7
Cn1c(=O)c2c(nc(Cc3ccccc3)n2C)n(C)c1=O	-1	2	3	-1	-1	-0.2	-1	1.1	1
COc1cc(C(=O)OCc2ccc(C)cc2)cc(NC(=O)c2cccs2)c1OC	4	3	8	-13	-1	0.4	5	0.2	1
COC(=O)/C=C(\C)NC(=O)c1cccs1	2	-6	5	-3	-1	-1.3	-23	0.8	0
O=C(CSc1nnc(-c2ccc(Cl)cc2)n1CC1CCCO1)NC1CCS(=O)(=O)C1 (stereo not drawn)	-3	10	4	-18	-1	0.1	-6	0.1	0
O=[N+]([O-])c1ccc(Cl)c(/C=N/N2CCN(C3c4ccccc4-c4ccccc43)CC2)c1	3	9	3	-6	3	0.6	-21	0.1	-3
O=C(c1ccc(S(=O)(=O)N2CCCCC2)cc1)c1nnc(-c2ccc(Cl)cc2)o1	-3	4	-2	-2	-5	-1.4	-20	0.0	0
O=C(NCCN1CCOCC1)c1ccccc1-c1ccccc1	-2	1	5	-20	4	0.9	-13	0.0	-1
CCOC(=O)C1(Cc2ccc(Cl)cc2)CCN(C(=O)C2CCCO2)CC1 (stereo not drawn)	2	8	0	1	0	0.0	-6	0.6	-3
Clc1nn2cnnc2c2ccccc12	1	-7	5	-16	1	3.3	-7	1.8	0
CCOCCCNC(=O)C1CCN(C(=O)Nc2ccc(Cl)cc2)CC1	1	-13	5	12	3	1.1	-14	0.5	-3
O=C(Cn1nnc(-c2ccc(OCc3ccccc3F)cc2)n1)N1CCOCC1	5	7	4	1	0	2.3	/	0.4	0
Cn1cc(CN2CCN(c3ccc(Cl)cn3)CC2)c(-c2ccccc2F)n1	3	7	-1	3	-1	0.0	-5	1.7	-3
Fc1ccc(NC(=S)N/N=C/c2ccc(F)c(F)c2)c(F)c1	1	-25	4	-1	0	-4.2	-5	1.5	-1
O=C(NCc1cccs1)Nc1ccc(Cl)cc1	6[fluorescence artefact?]	-4	3	2	-2	0.2	-14	0.7	0
CC(C)CC(=O)N1CCN(c2ccc([N+](=O)[O-])cc2Cl)CC1	16[fluorescence artefact?]	9	-3	5	-3	0.1	-11	0.1	1
Cn1ccnc1C(=O)c1cccc([N+](=O)[O-])c1	8	13	4	-16	-3	-0.5	1	1.2	0
CC(C(=O)Nc1ccccc1Br)c1ccc([N+](=O)[O-])cc1 (stereo not drawn)	4	0	5	-9	2	-1.0	-13	-0.2	-2
COc1ccccc1OCCC(=O)OCC(=O)Nc1cc(S(=O)(=O)N2CCOCC2)ccc1Cl	-1	-10	8	-20	0	0.1	-16	0.5	-2
O=C(COC(=O)CCC1CCCC1)Nc1ccc(Cl)cc1F	3	5	5	-15	-4	-1.1	-4	1.3	2
Cc1cc(=O)oc2cc(Oc3ccc([N+](=O)[O-])cc3[N+](=O)[O-])ccc12	-1	13	4	-6	2	0.8	-8	0.9	0
CCC(c1nnc(SCCNCCO)n1CCN1CCOCC1)N(C)C (stereo not drawn)	3[fluorescence artefact?]	14	2	10	0	0.0	-10	2.1	-4
CC(=O)N1CCc2cc(S(=O)(=O)NCCCN3CCN(Cc4ccccc4)CC3)ccc21	-5[fluorescence artefact?]	-7	6	3	-1	2.2	-5	-1.5	-1
COc1ccc(-c2csc(-c3ccc(C(=O)O)cc3)n2)cc1	3	7	2	1	3	-1.9	-20	1.3	10*
Cc1nc2ccc(S(=O)(=O)NCC(=O)N3CCN(c4ccccc4)CC3)cc2s1	0	-9	6	-3	3	-1.8	19	0.0	-3
CCC(=Cc1ccc(CC)cn1)CC	-8	15	2	-5	-2	-0.1	-9	1.7	3
N#Cc1c(Cl)nc(N/N=C/c2ccccc2)c(Cl)c1Cl	8	3	9	-12	-1	-0.1	-6	0.8	-2
COc1ccccc1-c1nc(C#N)c(N2CCN(c3ccccc3)CC2)o1	1	-25	6	-8	-3	-3.7	-18	0.3	-3
Cc1cc(Cl)nc2c(C(C)C)cccc12	0	-7	8	-4	3	-2.2	-3	-0.3	2
Cc1ccc(SC(=O)c2c(C)noc2-c2cc(C)on2)cc1	1	-12	-3	12	-1	1.2	-8	-0.2	-1
Cc1nc2nc(-c3ccccc3)nn2c(C)c1Cl	/	-5	5	-10	-1	-0.9	/	1.6	-1
O=C(Nc1nncs1)c1cccnc1Cl	3[fluorescence artefact?]	-1	1	-9	1	-0.5	1	0.4	-3
COC(=O)c1cccc(NC(=S)NCc2ccco2)c1	-2	11	3	-15	-2	2.9	-17	0.6	0
CCOc1ccc(NC(=S)N(CCCN2CCOCC2)Cc2cn(C)c3ccccc23)cc1	-5	3	7	-17	-4	0.4	2	-0.8	0
Cc1c(NC(=O)C2CC(c3ccc(F)cc3)=NO2)c(=O)n(-c2ccccc2)n1C (stereo not drawn)	4	-3	1	-8	-3	-0.1	-17	0.8	0
Cn1c(NC(=O)Cc2cccs2)cc(=O)n(C)c1=O	2	1	5	-7	-1	3.1	-3	2.4	5
COc1ccc(OC)c(C(=O)c2ccc(C(=O)O)cc2)c1	9	-11	7	-12	2	1.5	-14	0.6	0
CC1CCN(C2(O)C(=O)Nc3ccc(Br)cc32)CC1 (stereo not drawn)	5	-13	4	9	3	-2.7	-92	0.6	1
CN(C)S(=O)(=O)c1ccc(C(=O)NCC2(N3CCCCC3)CCCCC2)cc1	2	7	-2	-3	2	-0.8	-2	1.6	-2
CCCCNC(=O)c1nn2cc(Br)cnc2c1Br	7	-10	1	-10	3	-2.0	-12	-0.3	-1
CCCCNC(=O)c1ccccc1Cl	-1	-1	5	0	4	-1.9	-12	0.4	-2
COC(=O)c1c(-c2c(Cl)cccc2Cl)noc1C(=O)NN	3	-4	0	3	-1	1.3	-11	0.8	1
COC(=O)c1ccc2c(=O)n(CCN3CCOCC3)c(SCC(=O)C(C)(C)C)nc2c1	4	-1	8	-2	4	-0.7	2	-0.3	0
Cc1ccc(C(=O)CSc2n[nH]c(-c3ccco3)n2)cc1C	1[fluorescence artefact?]	-7	3	-8	-1	1.2	-20	0.2	-1
CCOC(=O)C1C(=O)CC(C)(O)C(C(=O)OCC)C1c1ccc([N+](=O)[O-])cc1 (stereo not drawn)	0	-25	0	1	3	-0.5	-16	0.1	3
O=C1C2CCC(C(O)C2)N1Cc1ccccc1 (stereo not drawn)	6	13	4	-5	-1	1.6	14	-1.0	-1
Cc1c(O)cc2c(c1O)C(=O)CC(c1ccc(O)cc1)O2 (stereo not drawn)	10	-4	-5	1	0	1.5	-2	1.6	1
Cc1cc(NC(=O)/C(C#N)=C/c2ccc(-c3ccc(SC(F)F)cc3)o2)n(-c2ccccc2)n1	-2	8	3	-7	0	0.4	-2	0.6	0
Cc1ccccc1NC(=O)OCc1cccnc1Sc1ccc(Cl)cc1	2	-3	1	9	-3	-0.1	15	1.4	1
CC1(C)OC(=O)CC1C(=O)NCc1ccccc1 (stereo not drawn)	-3[fluorescence artefact?]	-17	1	10	0	2.6	-5	-0.4	-1
Cc1cc2c(C)nc(-c3ccccc3)nc2o1	-2	2	3	-8	-1	-0.6	1	2.8	6
O=C(O)CCC(NC(=O)c1cncc(O)c1)C(=O)O (stereo not drawn)	-6[fluorescence artefact?]	9	-1	-10	-3	-1.1	-16	1.2	3
